B2AR arrestin: agonists driving beta-arrestin recruitment to human beta2-adrenergic receptor; P07550; actives 0.02% (n = 330,000); Potency, µM (doses to about 46.1 µM), without a hit: at the highest dose activation, usual class: activators; beta-arrestin recruitment to beta2AR, cell-based reporter;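 also: potency is read from the fitted curve at half-maximal effect; 0% = DMSO controls and full agonism = EC100 isoproterenol or metaproterenol; nearly all actives have a fitted effect of over 65% in size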
BCR signal inh: inhibitors of chronic active B-cell receptor signaling; ABC-DLBCL IkBa-CBG/CBR reporter, luminescence ratio, 4 h; Potency, µM (series often up to 46.1 µM), for inactives: top-dose ratio change, negative = lower green/red ratio, most hits filed as inhibitors; actives 0.05% (n = 340,000); AID 493014; active = well fitted inhibition curve with a large enough effect in the signal ratio, with a control signal flat, not every such curve was filed as active; inconclusive = small, poorly fitted or top-dose-only effect, or effect the other way, or a change in a side signal; the % refers to the signal ratio;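 also: potency is read from the fitted curve at half-maximal effect; plate controls were basal doxycycline-induced cells for no effect and cells given 10 µM MG132 for full effect; MG132 reads +100%, hits lower the ratio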
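Compounds up to 46 uM were incubated four hours with TMD8 cells whose green CBG68 luciferase is fused to IkappaBalpha; red CBR luminescence normalised the signal, and concentration-effect curves were fitted to fusion, red and ratio data.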
GALK inh: galactokinase (human) inhibition | P51570 | Purified GALK, Kinase-Glo residual ATP luminescence | Potency, µM (top dose mostly 57.5 µM), for the others: at the top dose activity change, negative = inhibition, most hits filed as inhibitors | actives 0.007% (n = 270,000) | AID 1868; also: potency is read from the fitted curve at half-maximal effect
Target sequence (P51570 whole entry, looked up): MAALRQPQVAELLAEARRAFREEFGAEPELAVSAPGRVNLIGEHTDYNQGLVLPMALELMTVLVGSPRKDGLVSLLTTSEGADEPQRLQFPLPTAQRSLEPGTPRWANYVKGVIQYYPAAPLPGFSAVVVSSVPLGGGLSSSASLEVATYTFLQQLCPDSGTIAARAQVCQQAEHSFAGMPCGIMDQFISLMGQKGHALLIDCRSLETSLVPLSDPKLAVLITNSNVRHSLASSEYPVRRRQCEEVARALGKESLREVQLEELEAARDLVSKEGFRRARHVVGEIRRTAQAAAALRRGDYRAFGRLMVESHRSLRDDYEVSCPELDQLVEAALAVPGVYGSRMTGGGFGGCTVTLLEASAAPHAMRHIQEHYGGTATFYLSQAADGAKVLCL
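The enzyme phosphorylates galactose (100 uM) using ATP (35 uM); inhibition is detected as higher residual ATP, quantified by bioluminescence after 1 h reaction at room temperature, pH 8.0.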
Coupling enz: counter-screen for Giardia aldolase inhibitors: coupling enzyme system; coupling enzyme system counterscreen, AmpLite Red fluorescence; activity change, negative = inhibition, % at 58.2 µM, hits read low; actives 0.67% (n = 290,000); in the data active = activity change below about -30%
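Coupling enzymes only (glyceraldehyde-3-phosphate) + compound, at 57.5 uM final, 10 min RT; add substrate/coupling/AmpLite Red mix, 20 min RT; fluorescence ex 525/em 598 nm. Actives flag coupling-system interference.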
hERG WT inh: KCNH2 (human, wildtype) channel inhibition | U2OS, BacMam KCNH2, thallium flux FluxOr; hits give low values | Q12809 | actives 0.37% (n = 340,000) | activity change, % at 1.84 µM;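 active = maximum activity change below -70%; inconclusive = maximum activity change between -70% and -50%; inactive = maximum activity change above -50%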
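U2OS cells transduced with wild-type KCNH2 virus are loaded with FluxOr dye for 45 min, and thallium flux is measured in kinetic reads before and after stimulation buffer. Rate constants are normalized to DMSO controls.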
KCNH2 3.1 inh: inhibitors of human KCNH2 3.1 potassium channel isoform; U2OS KCNH2 3.1, thallium flux FluxOr; hits give low values; activity change, % (tested at about 1.8 µM); actives 0.95% (n = 340,000); AID 720553;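 active = maximum activity change below -70%; inconclusive = maximum activity change from -70% to -50%; inactive = maximum activity change above -50%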;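 also: thallium influx rate constant from kinetic fluorescence after stimulation buffer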
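Thallium flux read-out: FluxOr dye with Red40 quencher in HBSS/HEPES, 45 min at RT. Rate constants from kinetic reads were normalized to positive and negative DMSO controls. Cells: U2OS virally expressing the 3.1 isoform.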
Giardia kill: Giardia lamblia killing. Giardia lamblia trophozoite viability. activity change, % at 7.66 µM, hits read low. actives 0.15% (n = 340,000). AID 540267; in the data active = activity change below about -80%; inconclusive = between about -30% and that limit;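 also: parasites exposed to compound for two days anaerobically before the ATP read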
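Giardia lamblia trophozoites (100 cells/well) were incubated with compounds for 48 h at 37 deg C under anaerobic conditions. Viability was read as ATP content by one-step luminescence after 15-30 min at room temperature.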
Eya2 inh: Eya2 (human) phosphatase inhibition. O00167. recombinant Eya2, OMFP fluorescence dephosphorylation (OMFP is methylfluorescein phosphate). Potency, µM (doses to about 76.9 µM), for inactives: at the top dose activity, negative = inhibition, hits mostly inhibitors. actives 0.006% (n = 330,000). AID 488837; also: potency is read from the fitted curve at half-maximal effect
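Eya2 (0.2 uM) preincubated 10 min at ambient with compound, then OMFP substrate added at 50 uM; 10 min reaction in 50 mM HEPES pH 7.5, 50 mM NaCl, 5 uM MgCl2, 0.05% BSA, 1 mM DTT. Fluorescence read at Ex 485/Em 525 nm.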
uPA surface inh: cell surface uPA generation inhibition | cell surface uPA generation assay, qHTS | Potency, µM (series often up to 38.3 µM), without a hit: at the highest dose activity change, negative = inhibition, hits mostly inhibitors | actives 0.31% (n = 330,000) | AID 540303; active = well fitted inhibition curve with a large enough effect; inconclusive = small, poorly fitted or top-dose-only effect; inactive = no such curve, though single readings can be large or run the other way; tested in mouse RAW 264.7 cells; also: potency is read from the fitted curve at half-maximal effect; nearly all actives have a fitted effect of over 55% in size
USP2a block: USP2a (human) protease inhibition | USP2 core, Ub-CHOP2 coupled fluorogenic reporter, 485/531 | Potency, µM (highest dose often 38.3 µM), inactives show top-dose activity change, negative = inhibition, hits mostly inhibitors | actives 0.01% (n = 330,000) | AID 463254;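 also: potency is read from the fitted curve at half-maximal effect; plate controls were DMSO wells for no effect and full inhibition by NEM control for full effect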
Target sequence (O75604 whole entry, looked up): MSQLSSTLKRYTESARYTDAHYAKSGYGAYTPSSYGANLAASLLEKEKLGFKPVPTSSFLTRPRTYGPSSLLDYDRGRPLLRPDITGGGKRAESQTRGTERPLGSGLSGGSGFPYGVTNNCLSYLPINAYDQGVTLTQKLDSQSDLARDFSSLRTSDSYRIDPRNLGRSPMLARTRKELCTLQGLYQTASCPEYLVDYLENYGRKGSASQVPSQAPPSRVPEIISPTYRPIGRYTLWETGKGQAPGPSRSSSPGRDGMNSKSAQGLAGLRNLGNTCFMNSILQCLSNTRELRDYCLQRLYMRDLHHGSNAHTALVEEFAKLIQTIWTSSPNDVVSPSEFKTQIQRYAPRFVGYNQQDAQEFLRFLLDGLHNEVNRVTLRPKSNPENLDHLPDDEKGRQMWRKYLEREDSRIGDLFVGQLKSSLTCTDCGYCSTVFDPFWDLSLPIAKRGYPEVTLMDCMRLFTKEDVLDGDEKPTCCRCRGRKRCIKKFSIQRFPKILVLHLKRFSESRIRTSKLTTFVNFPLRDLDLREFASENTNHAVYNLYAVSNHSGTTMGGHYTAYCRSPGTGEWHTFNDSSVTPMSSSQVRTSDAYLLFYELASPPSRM
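USP2 core (10nM final) preincubated 30min RT with compound in 20mM Tris-HCl pH 8.0, 2mM CaCl2, 2mM beta-mercaptoethanol, 0.05% CHAPS; 25nM Ub-CHOP2 plus 25nM reporter substrate added, fluorescence (Ex485/Em531) read after 60min.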
PKM2 act: activators of human pyruvate kinase M2 | AID 1631 | Potency, µM (doses to about 57.5 µM), without a hit: at the top dose activation, most hits filed as activators | P14618 | purified PKM2, Kinase-Glo ATP luminescence, activation; response scale: 0% is enzyme alone, no compound | actives 0.34% (n = 260,000); also: potency is read from the fitted curve at half-maximal effect; nearly all actives have a fitted effect of over 55% in size
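Purified hPK-M2 (>95% pure) converted ADP (0.1 mM final) to ATP with 0.5 mM PEP in 50 mM imidazole pH7.2, KCl, MgCl2, Tween 20, BSA; 1 h at room temperature. ATP detected by Kinase-Glo luminescence.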
Numbers without * were called inactive; ? = inconclusive; nt = no result given; [ ] = remark or other dose. Unless noted, calls follow the shape of the dose curve; as a rule, active = well fitted curve in the direction sought with a large enough effect; inconclusive = small, poorly fitted or top-dose-only effect, or another doubt; inactive = no such curve, though single readings can be large; an effect the other way counts as inactive or inconclusive. Unless noted, % is scaled to controls: 0 for no effect and ±100 for the full control effect.

Structure	B2AR arrestin	BCR signal inh	GALK inh	Coupling enz	hERG WT inh	KCNH2 3.1 inh	Giardia kill	Eya2 inh	uPA surface inh	USP2a block	PKM2 act
COc1cccc(CN(C)C(=O)c2cccc(NC(=O)CC3SC(N4CCCCC4)=NC3=O)c2)c1OC (stereo unspecified)	4.9%	-3.2%	nt	nt	0.6	5.0	19.1	-4.1%	-4.6%	1.4%	nt
COc1ccccc1NC(=O)C1=C(C)NC(=O)NC1c1cc(C)cs1 (stereo unspecified)	-0.1%	-10.4%	nt	-2.0	7.6	-0.6	27.1	-5.6%	0.1%	1.4%	3.8%
Cc1ccc(Oc2nnc(-c3cccs3)c3ccccc23)cc1	0.1%	-0.9%	0.0%	6.3	8.4	-2.5	-26.4	1.6%	1.2%	-0.3%	-12.6%
COc1ccc(NS(=O)(=O)c2cccc(C(=O)NNC(=O)c3cccn3C)c2)cc1	0.1%	-3.2%	-1.5%	nt	-33.5	9.4	5.2	-6.8%	-8.2%	0.7%	-6.8%
Cc1ccc(N2C(=O)C(Cl)=C(Nc3c(C)n(C)n(-c4ccccc4)c3=O)C2=O)cc1	-0.1%	-2.2%	-0.3%	3.9	-18.5	5.5	-6.4	4.3%	-8.7%	-3.9%	7.8%
O=c1cc(CN2CCN(c3ccccc3)CC2)c2c(ccc3ccccc32)o1	-0.6%	-0.1%	1.5%	-4.5	18.4	9.9	-4.5	-17.9%	4.1%	4.2%	0.7%
Brc1ccc([C@H]2CN3CCSC3=N2)cc1	nt	nt	nt	nt	0.0	-9.6	3.3	-1.8%	-21.8%	nt	nt
CCOc1ccc(NC(=O)C(C)O)c(NS(=O)(=O)c2ccc(CCNC(C)=O)cc2)c1 (stereo unspecified)	0.1%	?	-2.3%	1.8	-1.4	-2.9	-6.3	7.4%	1.8%	1.0%	2.5%
COc1ccc(Cc2nnc(NC(=O)c3cccc([N+](=O)[O-])c3C)s2)cc1	0.3%	-5.4%	3.7%	5.6	0.8	9.2	-11.0	-2.5%	nt	-0.3%	-6.7%
O=C(O)c1ccccc1C(=O)c1ccc2c(c1)N(Cc1cccc(F)c1)C(=O)CO2	-1.1%	1.2%	6.2%	-41.7*	6.5	-8.1	-27.2	-15.1%	4.9%	-1.3%	-1.8%
CCCn1c(-c2ccncc2)n[nH]c1=S	0.3%	?	9.2%	2.0	0.2	-8.2	1.6	3.0%	2.2%	-0.8%	-8.2%
O=c1cc(O)c2ccccc2n1Cc1ccccc1F	0.2%	0.9%	10.7%	-1.3	1.0	9.4	11.4	1.5%	1.6%	-0.2%	nt
O=C(COC(=O)CC1CC2CCC1C2)NC(=O)NCc1ccco1 (stereo unspecified)	2.8%	2.1%	0.0%	-4.2	3.3	-3.5	-4.9	-30.4%	-0.5%	2.0%	24.2%
COc1ccccc1/C=C/C(=O)OCC(=O)N1CCCCC1	-0.7%	?	nt	nt	-5.2	20.8	-3.8	4.0%	0.6%	-0.2%	nt
Cc1cccc(Cn2c(N(C)CCO)nc3c2c(=O)[nH]c(=O)n3C)c1	-0.2%	?	-0.1%	3.5	-0.2	3.7	-17.1	2.4%	-1.9%	0.3%	4.9%
CN1C2CCC1CC(NC(=O)CSc1ccc(C(C)(C)C)cc1)C2 (stereo unspecified)	-0.2%	-3.5%	0.5%	3.1	10.8	6.2	-0.4	-4.7%	-16.1%	0.5%	-0.3%
Cc1cc(NC(=O)Cc2cc(F)cc(F)c2)no1	0.1%	3.2%	1.8%	1.3	-13.7	-0.5	-12.5	15.4%	4.3%	0.7%	nt
COc1ccc(CCNC(=O)COC(=O)c2cc(S(=O)(=O)NCc3ccccc3)ccc2O)cc1OC	-0.4%	-9.6%	1.3%	5.6	-0.5	-10.7	4.3	-6.0%	-3.1%	0.0%	1.0%
CN1CCC(OC(=O)COc2ccc(Cl)cc2Cl)CC1	0.3%	14.6%	0.7%	4.5	25.1	-0.1	-26.7	3.1%	0.5%	-5.4%	-9.5%
Cn1c(-c2ccccc2)c(C#Cc2ccc(N)cc2)c2ccccc21	-0.1%	4.0%	nt	nt	0.5	3.3	3.0	-19.6%	-8.6%	4.1%	nt
Cc1nn2c(SCC(=O)c3cccs3)cc(C(C)(C)C)nc2c1-c1ccccc1	0.4%	-7.4%	0.2%	1.4	-2.6	4.4	-1.3	1.7%	0.2%	1.5%	-5.1%
CCOc1ccc(-n2c(=S)sc3c(=O)[nH]c(SCC(=O)NCC4CCCO4)nc32)cc1 (stereo unspecified)	-0.3%	4.8%	nt	10.1	1.7	5.0	-13.7	13.8%	9.4%	-1.0%	-7.5%
CC(C)N1CCc2c(sc(NC(=O)C3CCCCC3)c2C(N)=O)C1	0.0%	-18.1%	nt	3.4	2.9	35.0	-13.3	-21.0%	-7.4%	0.0%	2.1%
Cc1[nH]n(-c2ccc(Br)cc2)c(=O)c1/C=N/NC(=O)c1ccccc1	-0.3%	?	-7.6%	-2.2	-22.6	2.2	1.1	6.0%	6.31µM*	0.9%	-4.3%[11.5 µM]
COc1ccc(CCNS(=O)(=O)c2ccc(-n3cnnn3)c(OC)c2)cc1OC	-0.2%	3.5%	-4.6%	nt	-15.9	-4.9	-7.0	4.7%	0.3%	3.9%	nt
O=C(Nc1ccc2c(c1)OCO2)C1CC(=O)N(c2ccccc2)C1 (stereo unspecified)	0.0%	-8.3%	-1.4%	3.4	-8.5	-5.1	-9.8	1.9%	-15.0%	0.5%	-0.3%
Cc1occc1C(=O)N/N=C/C=C/c1ccc(N(C)C)cc1	2.7%	?	-3.0%	-1.3	9.5	-1.6	5.1	6.6%	-27.9%	3.8%	-4.5%
CCC(=O)OC1CSc2nc3ccccc3n2C1 (stereo unspecified)	-0.5%	0.2%	5.0%	-0.3	3.6	4.0	-4.9	13.4%	5.3%	3.8%	-0.5%
COc1ccc(CN(CC2CCC(C(=O)O)CC2)C(=S)Nc2cccc(C)c2)cc1 (stereo unspecified)	0.0%	14.1%	3.0%	1.4	5.5	-29.0	-12.4	-28.9%	-1.1%	1.3%	1.7%
CC(NC(=O)COc1ccc(/C=N/NS(=O)(=O)c2ccccc2)cc1)c1ccccc1 (stereo unspecified)	0.1%	-0.6%	-1.7%	-4.6	2.4	2.1	3.0	7.2%	6.5%	-2.1%	4.3%
COC(=O)c1c(N)sc2c1CC(C)(C)OC2	-0.2%	0.1%	6.9%	-0.4	5.7	-21.2	11.2	-5.8%	-3.0%	3.3%	-2.6%
COc1cc(C2C(C#N)=C(N)Oc3n[nH]c(-c4ccccn4)c32)cc(OC)c1OC (stereo unspecified)	-0.3%	2.0%	-0.9%	-1.0	-3.7	-3.6	-1.3	11.3%	-3.6%	-2.5%	2.3%
N#Cc1ccc(OCC(=O)NCCN2CCOCC2)cc1	-0.1%	?	nt	nt	-2.9	-20.6	-13.4	-9.1%	0.9%	1.7%	nt
CC(C)(C)c1ccc(OC2=CS(=O)(=O)c3ccccc32)cc1	0.0%	?	2.1%	2.0	-2.3	-13.1	-11.9	-12.4%	7.2%	-1.0%	6.4%
CCc1nnc(NC(=O)CSc2nnc(-c3ccoc3C)n2CC(C)C)s1	0.2%	-0.6%	1.5%	10.8	19.1	9.7	29.5	-4.7%	-3.3%	-3.2%	-7.8%
CCOc1ccc(-n2c(SCC(=O)N3CCC(C(=O)O)CC3)nc3ccccc3c2=O)cc1	0.2%	?	-1.9%	4.5	2.3	10.0	11.0	-2.2%	4.7%	1.4%	1.9%
Cc1ccc(/C(N)=N/OC(=O)c2cccc(F)c2)cc1	0.0%	15.5%	-0.3%	3.7	-9.7	-2.9	-5.7	0.0%	nt	1.4%	-0.7%
CC(=O)Nc1ccc(C(=O)NN2C(=O)NC3(CCCCC3)C2=O)cc1	-0.3%	-5.4%	nt	nt	1.5	-15.8	-16.0	9.2%	2.7%	0.2%	nt
COc1ccc(-n2nc(C(=O)NCC(=O)NC3CCCCC3)c3ccccc3c2=O)c(OC)c1	-0.1%	4.4%	-6.5%	-0.2	2.0	-2.9	4.6	12.9%	9.9%	-0.1%	-1.5%
O=C(Nc1ccccc1)c1ccc(S(=O)(=O)NCc2ccco2)cc1	-0.3%	3.9%	-4.4%	-0.4	-5.0	1.9	7.6	-22.4%	1.6%	-0.9%	0.0%
N/N=C(\c1ccccc1)c1cc(Br)ccc1N	-0.5%	-0.9%	5.4%	-5.4	-1.2	1.5	32.4[activator]	-4.6%	3.7%	-0.4%	3.0%
O=C(Nc1ccc(O)cc1)c1ccc2c(c1)C(=O)N(Cc1cccnc1)C2=O	-0.4%	-0.9%	-0.9%	-1.9	-5.1	3.1	-12.2	-2.3%	-0.4%	-0.8%	-3.3%

Screening data: PubChem, National Center for Advancing Translational Sciences (NCATS)
